Screens as filed in PubChem BioAssay.
LYP inhibition: inhibitors of LYP phosphatase, biochemical, fluorescence intensity, uHTS (AID 1779); Tyrosine-protein phosphatase non-receptor type 22 (Homo sapiens); recombinant LYP phosphatase, fluorescence intensity; higher % means a stronger effect; inhibition, % at 11.5 µM; hits with a dose series show IC50 in µM; 290,000 tested, 0.054% active; in the data active = inhibition above about 50%;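 note: plate controls were vehicle with enzyme for no effect and no enzyme for full effect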
MgcRacGAP inhibition: MgcRacGAP GTPase-activating activity inhibitors, confirmation, biochemical, ADP Hunter fluorescence. Rac GTPase-activating protein 1 (Homo sapiens). MgcRacGAP-stimulated Rac1 GTP hydrolysis, ADP Hunter fluorescence; higher % means a stronger effect; GST-tagged Rac1 F28L mutant substrate. inhibition, % at 30 µM; hits with a dose series show IC50 in µM. 340,000 tested, 0.6% active. AID 624330, 2012;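 active = first-screen hits whose inhibition reached a set limit at any dose in the follow-up dose series; inconclusive = inhibition above the set first-screen limit but never retested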;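 note: fluorescence reports GDP produced by GAP-driven GTP hydrolysis; strong numbers were not always called active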
Hep lipid drop: inhibitors of hepatocyte lipid droplet formation, primary screen, imaging, high-throughput imaging, BODIPY stain; inhibition, % at 6.5 µM; AML12 mouse hepatocytes, oleate lipid droplets; 240,000 tested, 0.4% active;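 active = lipid droplet intensity inhibited by at least 50%, with more than 500 cells counted; inconclusive = wells with under 300 cells, treated as cytotoxic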
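Assay system: AML12 hepatocytes (mouse); Probe or stimulus: oleic acid at 100 µM to induce lipid droplet formation; Dosing: compound at 6.5 µM only; Schedule: compound with oleate, overnight; Detection: fluorescence imaging, 20x objective, two fields per well; Measure: % inhibition of lipid droplet signal.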
GPR35 antagonists: GPR35 antagonists blocking zaprinast-driven arrestin recruitment, primary screen, imaging, U2OS, beta-arrestin-GFP, zaprinast agonist (AID 2058) | 290,000 tested, 0.052% active | U2OS GPR35 beta-arrestin-GFP translocation imaging, zaprinast antagonism; higher % means a stronger effect | inhibition, % at 10 µM; hits with a dose series show IC50 in µM | G-protein coupled receptor 35 (Homo sapiens);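 active = inhibition of at least 50% with at least 30 cells and total cytoplasm GFP at most 10,000,000; inconclusive = under 30 cells or total GFP of 10,000,000 plus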
T cell modulator: modulators of CD8 T cell-vesicle binding, primary screen, mouse 2C CD8+ T cells, flow cytometry; 2C CD8+ T cell-vesicle binding; stronger effect = lower value; 330,000 tested, 0.068% active; calls only at 7 µM;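 active = response, share of CD8 T cells binding vesicles, and their 90th percentile fluorescence all below set limits, cut at about 80% in these data, passing the limit was not always enough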
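material = purified 2C TCR transgenic mouse naive CD8+ T cells | controls = Unloaded micro-vesicles (low), QL9 vesicles with 0.7% DMSO (high) | detection = cytometric PE anti-B7-1 and Alexa647 anti-CD8 signals after 1% paraformaldehyde fixation | incubation = binding step 1.5 h, 37 °C, antibody labelling 20 min, ice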
NTR1 agonist: agonists of NTR1, primary screen, imaging, U2OS cells, beta-arrestin-GFP, high content (AID 493036); NTR1-U2OS beta-arrestin-GFP spot imaging, agonist mode; Neurotensin receptor type 1 (Homo sapiens), P30989; activation, % at 20 µM; 330,000 tested, 0.17% active;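 active = activation at or above 40% of the spot to cytoplasm intensity ratio, with at least 20 cells analyzed; inconclusive = wells under 20 cells, flagged as cytotoxic or low count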;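 note: 0% = DMSO without peptide and 100% = 100 nM NTR1 peptide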
Target sequence (P30989 whole entry, looked up): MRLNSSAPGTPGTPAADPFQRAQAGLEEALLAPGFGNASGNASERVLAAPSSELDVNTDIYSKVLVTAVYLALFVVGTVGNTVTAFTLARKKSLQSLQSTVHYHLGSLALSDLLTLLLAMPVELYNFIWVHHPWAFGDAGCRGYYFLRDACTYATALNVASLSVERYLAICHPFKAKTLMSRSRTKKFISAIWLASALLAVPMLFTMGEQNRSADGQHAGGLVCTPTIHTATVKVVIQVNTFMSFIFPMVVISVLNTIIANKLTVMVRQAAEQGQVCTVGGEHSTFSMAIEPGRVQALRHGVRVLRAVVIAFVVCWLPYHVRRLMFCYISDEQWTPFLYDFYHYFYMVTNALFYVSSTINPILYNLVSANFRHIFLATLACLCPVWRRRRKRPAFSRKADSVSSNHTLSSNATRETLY
GPR55 activation: GPR55 agonists via beta-arrestin recruitment, primary screen, imaging, U2OS cells, beta-arrestin-GFP redistribution (AID 1961); G-protein coupled receptor 55 (Homo sapiens); U2OS GPR55 beta-arrestin-GFP redistribution imaging; higher % means a stronger effect; activation, % at 10 µM, or EC50 in µM where a hit was titrated; 290,000 tested, 0.048% active;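 active = activation above 40% with more than 50 cells counted in the well; inconclusive = wells holding fewer than 50 cells, flagged as toxic or sparse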;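 note: U2OS osteosarcoma cells stably expressing GPR55 and beta-arrestin-GFP; plate controls were DMSO negative control for no effect and LPI positive control for full effect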
GPR55 antagonists: GPR55 antagonists blocking LPI-driven arrestin recruitment, primary screen, imaging, U2OS, beta-arrestin-GFP, LPI agonist (AID 2013) | 290,000 tested, 0.13% active | U2OS GPR55 beta-arrestin-GFP translocation imaging, LPI antagonism; higher % means a stronger effect | one-dose inhibition, % at 10 µM; IC50 in µM for titrated hits | G-protein coupled receptor 55 (Homo sapiens);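 active = spots per cell inhibited over 60%, with over 100 cells counted and total cytoplasm intensity under 500,000; inconclusive = wells with under 100 cells, flagged as likely toxic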;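 note: U2OS cells stably carrying GPR55 and arrestin-GFP stimulated by 5 µM LPI near EC80; imaged beta-arrestin-GFP aggregate spots per cell after agonist stimulation; plate controls were LPI-stimulated DMSO wells for no effect and DMSO wells without LPI for full effect; some results filed as inactive read as strong as hits; confirmed hits need IC50 under 10 µM and bright autofluorescent wells are also inconclusive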
Large T inhibition: SV40 large T antigen inhibitors, biochemical (AID 1903) | SV40 large T antigen ATPase/helicase inhibition assay; higher % means a stronger effect | 310,000 tested, 0.39% active | inhibition, % at 20 µM, or IC50 in µM where a hit was titrated; in the data active = a potency from the dose series; inconclusive = inhibition mostly from about 32% at the one dose, without a potency; inactive = the rest, 99 in 100 with inhibition below about 32%; note: strong numbers were not always called active
Hep lipid drop cells 6.5 µM: recorded beside Hep lipid drop, whose call it bears; cell count; measured here: cell count, cytotoxicity flag;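 cells counted across two imaged fields per well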
T cell modulator vesicle-bound %: recorded beside T cell modulator, whose call it bears; double positive events, %; measured here: CD8+ vesicle-bound cell fraction;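 binding gate set so that unloaded-vesicle control wells show 10% double positive cells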
NTR1 agonist cell count 20 µM: also measured in NTR1 agonist; calls as there; cell count; measured here: cell count, cytotoxicity flag
Active calls of the source: *; i = inactive; ? = inconclusive; · = not tested or not shown.

SMILES	LYP inhibition	MgcRacGAP inhibition	Hep lipid drop	Hep lipid drop cells 6.5 µM	GPR35 antagonists	T cell modulator	T cell modulator vesicle-bound %	NTR1 agonist	NTR1 agonist cell count 20 µM	GPR55 activation	GPR55 antagonists	Large T inhibition
COC(=O)c1cc(Br)c(=O)n(CCN2CCOCC2)c1	-6%	12%	-5	718	-7%	i	53	-0.8	44	-0.2%	8%	14%
COc1ccc(OC)c(/C=C2\SC(N3CCCCC3)=NC2=O)c1	0%	6%	0	831	2%	i	60	1.0	104	-0.3%	2%	3%
Cc1ccc2nc(SCC(=O)NC(=O)NCc3ccco3)[nH]c2c1	-7%	10%	-4	585	16%	i	54	0.7	50	0.2%	11%	2%
CCOc1ccc(N/C(C)=C\C(=O)c2ccc3c(c2)OCCO3)cc1	-9%	8%	6	710	-16%	i	23	2.4	49	-0.1%	-1%	24%
O=c1[nH]c2ccccc2s1	1%	-2%	20	774	-3%	i	30	-2.3	96	-0.1%	9%	-1%
COc1cccc(CC(=O)NC2CCSc3ccccc32)c1 (centres undefined)	-6%	-5%	-2	796	0%	i	44	0.5	54	-0.2%	-9%	10%
CCOc1ccc(CCNC(=O)c2cc3sccc3n2CC)cc1OCC	-5%	2%	92*	790*	14%	i	10	5.8	72	-0.2%	-4%	15%
CCn1cc(C(=O)N2CCCc3ccccc32)c2cc(OC)c(OC)cc2c1=O	-5%	7%	·	·	-14%	i	25	-0.2	85	0.3%	16%	1%
Cc1ccc(C(C(=O)NC(C)(C)C)N(Cc2ccco2)C(=O)CCC(=O)Nc2ccccn2)cc1 (centres undefined)	-2%	3%	50*	820*	1%	i	34	-1.3	65	-0.2%	4%	6%
Fc1ccc2nc(-c3ccccc3)nc(SCc3nnc(-c4ccccc4)o3)c2c1	1%	5%	·	·	3%	i	22	5.4	72	0.2%	6%	-3%
Cc1nnc(SC(C)C(=O)Nc2ccc(S(=O)(=O)NC3CCCCC3)cc2)s1 (centres undefined)	-7%	-1%	0	727	-15%	i	22	-0.2	51	0.1%	-12%	15%
O=C(CSCc1c[nH]c(=O)[nH]c1=O)OCC(=O)c1ccc(Br)cc1	-4%	0%	16	653	8%	i	48	-0.2	36	-0.1%	6%	0%
COc1ccc(C(=O)Nc2nnc(C3=COCCO3)o2)cc1	-6%	3%	-7	623	7%	i	35	-0.4	55	-0.1%	14%	5%
Cc1nc(-c2ccc(C(=O)N3CCOCC3)cc2)cs1	0%	3%	6	582	-10%	i	42	0.8	48	0.1%	-10%	0%
COc1ccc2ccccc2c1/C=N/NC(=O)c1nnn(-c2nonc2N)c1C(C)C	-2%	-4%	-3	692	3%	i	43	7.6	54	0.8%	6%	-9%
Cc1ccccc1NC(=O)CSc1[nH]c(=O)cc(C)c1C#N	-1%	12%	-27	561	-10%	i	50	2.6	65	-0.1%	17%	9%
COc1cc(-c2cn[nH]c2N)cc(OC)c1OC	-8%	3%	8	796	14%	i	12	0.5	78	0.2%	3%	9%
C=CCn1c(SCC(=O)NC2(C#N)CCCCC2)nnc1-c1ccncc1	·	-2%	·	·	·	i	25	0.7	61	·	·	13%
N=c1sccn1CC(=O)Nc1ccccc1Oc1ccccc1	-9%	8%	12	752	5%	i	24	-0.4	39	0.2%	11%	-3%
CCN(c1cccc(C)c1)S(=O)(=O)c1ccc(-c2ccc(=O)[nH]n2)o1	-1%	-2%	-10	719	-14%	i	43	-0.9	53	-0.2%	-5%	5%

2 consecutive records already listed, quoted:
SMILES	LYP inhibition	MgcRacGAP inhibition	Hep lipid drop	Hep lipid drop cells 6.5 µM	GPR35 antagonists	T cell modulator	T cell modulator vesicle-bound %	NTR1 agonist	NTR1 agonist cell count 20 µM	GPR55 activation	GPR55 antagonists	Large T inhibition
COc1ccc2ccccc2c1/C=N/NC(=O)c1nnn(-c2nonc2N)c1C(C)C	-2%	-4%	-3	692	3%	i	43	7.6	54	0.8%	6%	-9%
Cc1ccccc1NC(=O)CSc1[nH]c(=O)cc(C)c1C#N	-1%	12%	-27	561	-10%	i	50	2.6	65	-0.1%	17%	9%

(continued)
SMILES	LYP inhibition	MgcRacGAP inhibition	Hep lipid drop	Hep lipid drop cells 6.5 µM	GPR35 antagonists	T cell modulator	T cell modulator vesicle-bound %	NTR1 agonist	NTR1 agonist cell count 20 µM	GPR55 activation	GPR55 antagonists	Large T inhibition
CCCS(=O)(=O)NCCc1cc2ccc(C)cc2[nH]c1=O	-6%	14%	-1	771	0%	i	22	-0.8	39	-0.3%	3%	10%
CSCC[C@H](NC(=O)C1CCN(S(=O)(=O)c2ccc(C)cc2)CC1)C(=O)NCc1ccco1	-6%	-5%	·	·	-10%	i	24	-2.2	99	0.9%	-5%	9%
S=C(Nc1ccc2c(c1)OCO2)NC1CCN(Cc2ccccc2)CC1	0%	6%	·	·	1%	i	48	-0.5	99	0.4%	17%	11%
Cc1n[nH]c(C)c1CCOc1ccc(C(C)C)cc1	2%	0%	10	758	-3%	i	6	3.4	102	-0.2%	-4%	22%
CCCCSc1nsc(NC(C)=O)n1	-9%	6%	·	·	14%	i	15	2.4	81	0.3%	10%	8%
CCC(C)c1ccccc1NC(=O)COC(=O)c1ccc2[nH]c3c(c2c1)CCCC3 (centres undefined)	4%	9%	59*	602*	3%	i	46	23	41	1.8%	6%	0%
CC(=O)c1c(C(C)=O)c(C)n(NC(=O)c2ccc(Cl)cc2)c1C	-6%	5%	-12	824	15%	i	28	0.7	95	0.6%	11%	-5%
CC1CCCC(=C\c2ccccc2)/C1=N/O (centres undefined)	-2%	10%	18	705	13%	i	29	0.9	47	-0.3%	0%	5%
CCOC(=O)c1nn(-c2cccc(Cl)c2)c(C)c1C(C)=O	-6%	3%	0	780	-2%	i	44	-1.2	82	0.3%	0%	2%
COC(=O)COc1ccc(S(=O)(=O)N2CCCCCC2)cc1C	-2%	9%	-26	686	11%	i	35	1.3	44	-0.2%	-2%	9%
N#C/C(C(=O)N1CCCCC1)=C1/N=C(N)c2ccccc21	-5%	1%	11	617	-7%	i	48	1.7	29	-0.3%	12%	7%
COc1ccc(CC(=O)Nc2ccc(S(=O)(=O)Nc3onc(C)c3C)cc2)cc1OC	-8%	7%	2	797	-8%	i	15	-0.4	35	?	-6%	8%
NN(Cc1ccccc1)C(=S)Nc1ccc(Cl)c(Cl)c1	-10%	9%	-1	744	10%	i	38	0.9	58	0.1%	5%	4%
CCOC(=O)c1cnn(CCOC(=O)C(C)(C)C)c1NC(=O)C(C)(C)C	-5%	3%	·	·	5%	i	4	-0.6	43	0.3%	13%	11%
O=C(Nc1cc(C(=O)N2CCCC2)ccc1N1CCCC1)C1CC1	-6%	3%	-4	736	2%	i	22	3.4	94	0.9%	-4%	9%
COCCCNC(=O)Cn1c(=O)n(CCCCCC(=O)Nc2ccccc2)c(=O)c2sccc21	-4%	9%	-8	668	-12%	i	36	0.9	65	-0.3%	0%	4%
Cc1cc(N2CCN(C(=O)c3ccco3)CC2)n2nc(-c3cccc(Cl)c3)cc2n1	-5%	0%	·	·	2%	i	52	9.6	83	-0.2%	4%	1%
CC(C)NC(=O)CC(c1ccccc1)c1cc(Br)ccc1O (centres undefined)	-10%	8%	-10	763	13%	i	46	0.0	81	-0.1%	6%	6%
CC1=CC2=NC(=O)/C(=C\c3ccc(OC(=O)c4ccco4)cc3)C(=N)N2O1	-4%	10%	-2	706	-14%	i	65	-0.5	86	-0.3%	-4%	20%
COc1ccccc1NC(=O)C(=O)NCC1COc2ccccc2O1 (centres undefined)	-3%	1%	0	672	5%	i	16	-1.1	46	0.6%	1%	-5%
Cc1ccc(C(C)(C)C)cc1S(=O)(=O)NC(=O)c1ccccc1	2%	1%	11	652	7%	i	45	0.9	48	0.2%	1%	2%
COc1cccc(C(=O)Nc2nnc(-c3ccccc3)s2)c1OC	-8%	-4%	0	740	-10%	i	30	4.6	45	-0.1%	-4%	13%
CN(C)S(=O)(=O)c1ccc(/C(O)=C2/C(=O)C(=O)N(CCCN3CCOCC3)C2c2ccncc2)cc1 (centres undefined)	·	-9%	·	·	·	i	44	-0.8	51	·	·	7%
CCOC(=O)N1CCN(C(=O)c2cc(C)c3c(C)nn(-c4ccccc4)c3n2)CC1	-4%	3%	·	·	0%	i	17	0.6	74	0.0%	9%	4%
O=C1CC(N2CCOCC2)C(=O)N1Cc1ccc(N2CCCC2=O)cc1 (centres undefined)	-7%	-1%	·	·	-4%	i	36	0.3	54	-0.3%	8%	14%
COc1ccccc1NC(=O)c1cc2cc(Br)ccc2oc1=N	-4%	·	1	864	3%	i	42	5.7	73	3.6%	11%	16%
CCN(CC)c1ccc(/C=C2\SC(=O)N(C(C)C)C2=O)o1	-2%	·	16	793	102%*	i	30	-2.6	54	-0.1%	?	24%
O=C(NCCN1CCCCC1)Nc1ccccc1	-6%	11%	4	754	12%	i	44	0.1	53	-0.1%	-14%	17%
CC12CCC(C/C1=N/OC(=O)c1cccc([N+](=O)[O-])c1)C2(C)C (centres undefined)	1%	8%	14	773	7%	i	11	2.4	49	-0.3%	-9%	16%
Cc1ccc(F)c(NC(=O)c2ccc(Cn3cc(Cl)cn3)cc2)c1	-8%	6%	1	660	13%	i	56	0.2	93	0.3%	2%	-1%
COC(=O)c1ccc(COc2ccc(/C=N/N3CCN(C)CC3)cc2)cc1	2%	3%	-1	695	-9%	i	40	-1.6	94	0.3%	3%	0%
COc1ccc(C)cc1NC(=O)c1ccc(CN2CCN(c3ccccc3)CC2)cc1	-1%	11%	-4	648	-2%	i	34	-0.1	45	0.1%	5%	16%
